# JNK3 blocker – JNK3 kinase activity inhibitors, primary screen, biochemical, human, purified enzyme. Mitogen-activated protein kinase 10 (Homo sapiens), P53779. HTS. inhibition, % at 8 µM. 60,000 compounds, 0.61% hits; in the data active = inhibition above about 17%;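 also: 0% = DMSO and 100% = reference inhibitor; many of its hits are not listed in these tables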
# Hsp90 inh – tumor Hsp90 inhibitors, primary screen, cell lysate, fluorescence polarization, NCI-N417 lysate; Heat shock protein HSP 90-alpha (Homo sapiens), P07900; Cy3B-geldanamycin FP displacement; inhibition, % at 30 µM; 64,000 compounds, 0.35% hits; AID 429, 2006;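 active = inhibition above 50%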;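 also: 0% = tracer plus lysate wells and 100% = tracer alone without lysate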
# Her2 expr inh – inhibitors of Her2 protein expression, primary screen, SKBR-3 cells, AlphaScreen, 66K library. SKBR-3 HER2 protein level, 18-24 h; stronger effect = lower value. HER2 level % of control, % at 10 µM. 65,000 compounds, 0.69% hits. AID 645, 2007;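 active = HER2 level under 5% of the carrier-only control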;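 also: 100% = DMSO carrier and 0% = 500 nM PU-H71 HSP90 inhibitor; lower value means stronger loss of Her2 protein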
# Target sequence (P04626 whole entry, looked up): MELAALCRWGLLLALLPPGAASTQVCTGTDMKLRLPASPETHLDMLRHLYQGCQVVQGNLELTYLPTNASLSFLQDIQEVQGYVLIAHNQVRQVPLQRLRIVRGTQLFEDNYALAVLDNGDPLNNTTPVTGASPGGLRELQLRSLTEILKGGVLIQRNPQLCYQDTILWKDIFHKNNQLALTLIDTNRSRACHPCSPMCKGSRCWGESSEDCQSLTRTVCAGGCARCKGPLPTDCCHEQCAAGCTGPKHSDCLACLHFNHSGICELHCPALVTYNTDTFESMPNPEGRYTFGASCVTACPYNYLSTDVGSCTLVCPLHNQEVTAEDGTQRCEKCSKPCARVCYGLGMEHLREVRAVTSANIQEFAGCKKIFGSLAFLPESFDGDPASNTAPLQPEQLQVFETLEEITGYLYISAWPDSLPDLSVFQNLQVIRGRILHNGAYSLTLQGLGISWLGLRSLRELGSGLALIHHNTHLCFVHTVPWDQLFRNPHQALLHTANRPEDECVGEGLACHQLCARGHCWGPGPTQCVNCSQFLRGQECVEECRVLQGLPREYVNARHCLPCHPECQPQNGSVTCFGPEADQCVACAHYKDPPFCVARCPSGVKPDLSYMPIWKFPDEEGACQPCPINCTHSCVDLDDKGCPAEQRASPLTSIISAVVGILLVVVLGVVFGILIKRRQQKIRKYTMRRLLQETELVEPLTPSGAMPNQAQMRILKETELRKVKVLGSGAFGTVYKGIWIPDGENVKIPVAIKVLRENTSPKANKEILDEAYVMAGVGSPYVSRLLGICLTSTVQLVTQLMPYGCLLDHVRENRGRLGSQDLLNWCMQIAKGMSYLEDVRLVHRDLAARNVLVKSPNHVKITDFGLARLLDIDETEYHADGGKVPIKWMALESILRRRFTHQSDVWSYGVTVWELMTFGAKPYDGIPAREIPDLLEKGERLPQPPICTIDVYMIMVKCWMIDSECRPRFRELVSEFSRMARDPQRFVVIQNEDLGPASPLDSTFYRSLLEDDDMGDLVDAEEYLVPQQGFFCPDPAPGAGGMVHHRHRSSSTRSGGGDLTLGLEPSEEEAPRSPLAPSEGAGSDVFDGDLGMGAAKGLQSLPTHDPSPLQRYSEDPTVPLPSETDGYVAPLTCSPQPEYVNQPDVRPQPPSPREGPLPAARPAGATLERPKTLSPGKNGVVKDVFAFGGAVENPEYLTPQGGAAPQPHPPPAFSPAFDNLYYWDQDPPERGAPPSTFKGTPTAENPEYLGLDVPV
# Fluor 339 460 – intrinsic fluorescence of library compounds, ex339/em460 – biochemical, MLSMR library, data from DPM-DC assay, artefact control, profiling panel | compound autofluorescence, ex339/em460 nm, NADH buffer; stronger effect = higher value; 1 = no-compound wells, NADH background | fluorescence fold increase at 10 µM | 65,000 compounds, 5.5% hits | AID 709, 2007;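 active = at 10 µM, mean starting fluorescence two-fold or more over control wells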;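 also: signal is the first read of a kinetic run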
# Abs 340nm – compound light absorbance at 340 nm, profiling panel, artefact control, biochemical, MLSMR library, data from PS, PMK, MK assays | 65,000 tested, under 10 active | fold change at 10 µM | compound absorbance at 340 nm, fold over control;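 active = at 10 µM dose, initial 340 nm absorbance at least 2 fold that of control wells; inactive = change under 2 fold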;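 also: initial absorbance extrapolated from kinetic A340 decline of NADH oxidation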
# ROCK2 blocker – inhibitors of human ROCK2 kinase, primary screen, biochemical, high-throughput, luminescence. inhibition, % at 6 µM. purified ROCK2, Kinase-Glo ATP depletion luminescence. Rho-associated protein kinase 2 (Homo sapiens), O75116. 60,000 compounds, 0.35% hits. AID 604, 2007;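 active = inhibition above the screen-wide mean inhibition plus 3 SD, cut at about 18% in these data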;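 also: plate controls were DMSO wells for no effect and Y-27632 control wells after no-enzyme background subtraction for full effect; many of its hits are not listed in these tables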
# DUSP1 inh – MKP-1 phosphatase inhibitors, primary screen, biochemical, in vitro; AID 374, 2006; recombinant MKP-1, OMFP hydrolysis fluorescence; 65,000 compounds, 0.15% hits; inhibition, %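 (compounds tested at a single concentration somewhere between 10 and 100 µM)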; Dual specificity protein phosphatase 1 (Homo sapiens), P28562;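 active = inhibition above about 50%, limit read from the data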;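 also: 0% = DMSO max control wells and 100% = wells with enzyme stopped by NaOH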
# PKA kinase inh – inhibitors of human PKA kinase activity, primary screen, biochemical, ATP-depletion luminescence, Kemptide substrate | PKA Kemptide phosphorylation, Kinase-Glo ATP luminescence | 65,000 compounds, 0.1% hits | inhibition, % at 6 µM;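 active = inhibition above the screen-wide mean inhibition plus 3 SD, cut at about 21% in these data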; also: many of its hits are not listed in these tables
# Cdc25B block – inhibitors of Cdc25B phosphatase catalytic domain, primary screen, biochemical, OMFP fluorescence; M-phase inducer phosphatase 2 (Homo sapiens), P30305; recombinant Cdc25B, OMFP fluorescence Ex485/Em525; inhibition, %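 (compounds tested at 10 µM final in the well)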; 65,000 compounds, 0.1% hits; in the data active = inhibition above about 50%
# Active calls of the source: *; x = no result given.
SMILES,JNK3 blocker,Hsp90 inh,Her2 expr inh,Fluor 339 460,Abs 340nm,ROCK2 blocker,DUSP1 inh,PKA kinase inh,Cdc25B block
CCOC(=O)Cc1csc(SCC(=O)c2c(N)n(CC(C)C)c(=O)n(C)c2=O)n1,-0.4,-2.7,94.6,1.03,1.03,-2.5,-6.7,-4.7,-6.3
Cc1cc(C)c(-c2cc(C(F)(F)F)no2)c(=O)[nH]1,6.3,1.0,128.1,3.7*,1.19,10.1,-12.0,7.1,-2.3
O=C(CN1C(=O)c2ccccc2S1(=O)=O)N1CCc2ccccc2C1,2.0,-0.7,112.8,1.13,1.05,5.5,-6.9,5.8,-22.2
CCOc1ccc(-c2nc(C#N)c(N3CCN(CC)CC3)o2)cc1,-14.0,-2.3,114.9,2.37*,1.05,1.9,-17.7,3.8,-4.6
CC1(c2ccccc2)CC(c2ccccc2)=Nc2nonc2N1 (stereo not drawn),2.9,-1.4,111.8,1.05,1.04,2.3,-13.7,10.0,-5.0
CCOC(=O)C(NC(=O)N1CCCCC1)(c1ccccc1)C(F)(F)F (stereo not drawn),-1.9,-3.4,83.4,1.07,0.96,3.6,-9.2,7.0,-12.1
Cc1cc(C)nc(-n2nc(C)c3c(=O)[nH]c(C(F)(F)F)nc32)n1,x,x,83.0,1.1,1.02,x,-0.9,8.4,-5.2
COc1ccc(-c2nnn(CC(=O)N(C3CCCCC3)C(C)C(=O)NC3CCCC3)n2)cc1OC (stereo not drawn),-3.1,-0.3,80.0,1.05,1.01,0.1,7.3,-0.6,2.2
CCn1c(CSc2nc3ccccc3n2C)nc2ccccc21,3.1,2.0,83.7,1.09,1.06,-1.4,8.3,9.5,-9.8
COc1cc(C2C(C(=O)Nc3ccccc3OC)=C(C)Nc3ncnn32)ccc1O (stereo not drawn),-1.0,-2.8,106.4,1.06,1.05,3.0,3.9,7.8,-13.3
O=P(O)(CCCCP(=O)(O)CCc1ccccc1)CCc1ccccc1,1.3,-1.9,75.8,1.07,1.02,6.0,19.4,-3.3,2.7
Cc1ccsc1C1NC(=O)c2c(sc3c2CCN(C)C3)N1 (stereo not drawn),-3.6,-2.9,71.2,1.92,1.12,5.2,1.6,-2.9,5.6
COc1ccc(OC)c(NC(=O)c2cnc3n(c2=O)CCS3)c1,5.1,2.3,87.8,1.03,1.16,1.6,14.3,-1.1,-1.6
c1ccc(OCc2nc3ccccc3[nH]2)cc1,1.4,-7.2,95.4,1.03,0.99,-3.6,-5.9,1.4,-14.2
CCOC(=O)C1CCCN(C(=O)c2cn(CC)c(=O)c3cc(OC)c(OC)cc23)C1 (stereo not drawn),x,x,90.4,1.14,1.03,x,5.8,4.7,-6.7
CCOc1ccc(-n2c(SCC(=O)Nc3ccc4c(c3)OCO4)nc3c(c2=O)SCC3)cc1,-10.4,-1.8,82.9,1.01,1.07,-0.9,31.8,-6.5,-3.7
O=C(CN1C2CCC1CC(NC(=O)C1CC1)C2)NCc1ccccc1 (stereo not drawn),-3.4,-1.2,93.1,1.06,0.99,3.1,4.7,4.3,-6.3
CC(C)(C)OC(=O)N1CCC[C@H]1c1nnc(SCc2ccccc2Cl)o1,6.0,2.2,71.7,1.11,1.04,4.9,-4.8,4.0,0.3
O=c1[nH]n(-c2ncnc3c2cnn3-c2ccccc2)c(=O)c2ccccc12,x,x,99.6,1.05,1.05,x,5.0,-10.9,-1.8
O=S(=O)(c1ccc(Br)c2nsnc12)N1CCOCC1,2.0,-11.2,81.8,1.12,1.08,8.4,0.6,14.5,-3.0
Cc1nn(Cc2ccccc2)c(Cl)c1C(=O)OCc1nnc(-c2ccccc2)o1,-3.3,-2.8,89.0,1.11,1.03,0.8,25.8,3.2,-0.1
O=C(NC1CCCCC1)n1c(=O)oc2ccccc21,3.9,2.7,73.3,1.1,1.05,6.6,-7.6,2.8,-0.1
CCOC(=O)CC(=O)CSc1ccc2nnc(-c3ccccc3)n2n1,6.1,-3.2,70.2,1.77,1.02,-2.1,27.7,-3.3,-7.9
O=C(NCCCN1CCN(c2ccccc2F)CC1)Nc1ccc(F)cc1,3.9,1.2,100.3,1.12,1.04,-1.9,-1.9,-5.4,-8.5
COc1ccc(-c2csc(Cc3nnc4n3CCCCC4)n2)cc1OC,3.9,-1.1,77.8,1.07,0.98,2.8,4.7,-1.3,23.0
CCOC(=O)c1cnc2c(Cl)cc(Cl)cc2c1NCCOCCO,-0.8,-5.7,90.5,1.14,1.12,-1.5,11.8,4.2,-8.9
N#CCSc1nnc2c(Cl)cc(Cl)cn12,7.7,-3.9,101.6,1.13,1.02,11.7,-16.0,12.0,-1.6
Cc1nc(SCC(=O)NCc2ccco2)c2oc3ccccc3c2n1,x,x,117.5,1.08,1.03,x,4.8,5.4,-4.8
COc1ccc(NC(=O)C2C3C=CC4(CN(Cc5cccnc5)C(=O)C24)O3)c(OC)c1 (stereo not drawn),2.2,4.8,71.3,1.07,1.01,3.8,-1.5,9.2,10.8
Cc1ccc(S(=O)(=O)c2cc3c(=O)n4ccccc4nc3n(CC3CCCO3)c2=N)cc1 (stereo not drawn),1.0,-16.4,130.8,1.31,1.01,-0.8,-5.3,-2.3,4.4

# Whole records, looked up by structure. Values in the order: JNK3 blocker | Hsp90 inh | Her2 expr inh | Fluor 339 460 | Abs 340nm | ROCK2 blocker | DUSP1 inh | PKA kinase inh | Cdc25B block
# COc1ccc(NC(=O)C2C3C=CC4(CN(Cc5cccnc5)C(=O)C24)O3)c(OC)c1 (stereo not drawn) reads 2.2 | 4.8 | 71.3 | 1.07 | 1.01 | 3.8 | -1.5 | 9.2 | 10.8
# O=C(NCCCN1CCN(c2ccccc2F)CC1)Nc1ccc(F)cc1 reads 3.9 | 1.2 | 100.3 | 1.12 | 1.04 | -1.9 | -1.9 | -5.4 | -8.5
# COc1ccc(-c2csc(Cc3nnc4n3CCCCC4)n2)cc1OC reads 3.9 | -1.1 | 77.8 | 1.07 | 0.98 | 2.8 | 4.7 | -1.3 | 23.0
# O=S(=O)(c1ccc(Br)c2nsnc12)N1CCOCC1 reads 2.0 | -11.2 | 81.8 | 1.12 | 1.08 | 8.4 | 0.6 | 14.5 | -3.0
# N#CCSc1nnc2c(Cl)cc(Cl)cn12 reads 7.7 | -3.9 | 101.6 | 1.13 | 1.02 | 11.7 | -16.0 | 12.0 | -1.6

# Other structures follow.
SMILES,JNK3 blocker,Hsp90 inh,Her2 expr inh,Fluor 339 460,Abs 340nm,ROCK2 blocker,DUSP1 inh,PKA kinase inh,Cdc25B block
Cc1c(N=Cc2ccc(Cl)o2)c(=O)n(-c2ccccc2)n1C,x,-3.7,106.3,0.99,1.2,x,18.9,x,-9.9
CSc1nc(N)nc(SCC(=O)C23CC4CC(CC(C4)C2)C3)c1C#N,-6.7,3.7,58.1,1.1,1,3.8,-16.8,-1.4,23.0
Cc1ccc(OCC(=O)N2CCN(C3=NS(=O)(=O)c4ccccc43)CC2)cc1,-1.2,-4.6,74.8,1.07,1.03,3.1,-2.5,8.1,-3.7
CCN(CCCNC(=O)C1CCN(S(=O)(=O)c2cnc[nH]2)CC1)c1cccc(C)c1,-6.0,-1.3,95.9,1.02,0.97,3.3,-1.3,4.9,-4.8
C=CCc1cc(OC)ccc1OCCON1C(=O)CCC1=O,3.6,-2.1,87.9,1.11,1.01,-1.6,-1.8,6.9,-8.9
Cc1cc2cc(CN3C(=O)c4ccccc4C3=O)ccc2n1C,4.6,24.9,79.4,1.08,1,-7.2,19.5,-10.2,-1.8
CCN=C1SC(CC(=O)NC2CCCCC2)C(=O)N1CC (stereo not drawn),-3.7,-2.7,112.0,1.11,1.03,3.0,1.9,4.4,-11.4
O=c1oc(-c2cccnc2)nc2ccccc12,7.1,-4.0,97.2,1.05,1.03,6.8,3.2,9.8,-3.2
CCOc1ccccc1-n1c(SCC(=O)NC(C)(C)C)nnc1-c1ccoc1C,1.6,-2.5,76.2,1.04,1.01,5.5,-4.2,10.2,-10.2
Cc1ccc(CNC(=O)CCS(=O)(=O)c2cc(Br)cc3c2N(C(=O)C2CC2)CC3)o1,0.9,-8.4,82.6,1.1,1.02,6.1,-15.4,8.4,-16.9
O=C(NCc1ccc(N2CCCC2=O)cc1)Nc1ccccc1,0.0,-6.9,57.0,1.13,1.06,1.6,9.2,2.1,-16.5
Oc1oc(-c2ccccc2)nc1C=NCc1ccncc1,-9.2,1.2,99.5,0.93,1.27,-4.2,-20.2,-9.7,11.6
CCCCCC(=O)Nc1ccc(N2CCN(C(=O)CCC)CC2)cc1,-1.7,2.3,100.8,1.04,1.01,6.3,1.6,13.1,-6.0
CCOC(=O)c1[nH]c(COC(=O)c2ccccc2NC(=O)c2ccco2)c(C(=O)OCC)c1C,x,-4.6,99.5,1.27,1.05,x,11.0,5.1,-18.8
Cc1noc(C)c1CN1C(=O)NC2(CCc3ccccc3C2)C1=O (stereo not drawn),5.5,2.3,96.9,1.08,1.05,-2.3,-24.6,5.3,-6.3
Cc1ccc2[nH]c(=O)c(CN(Cc3ccccc3Cl)C(=O)N3CCOCC3)cc2c1,2.2,-4.4,62.1,1.6,1.07,6.5,15.1,6.7,2.0
CCOC(=O)Cn1nnnc1CN(Cc1ccccc1)Cc1cc2cc(CC)ccc2[nH]c1=O,2.7,-3.4,85.1,1.16,0.99,1.2,17.8,-3.7,-12.2
COc1ccc(C(=O)Nc2nc3nc(-c4ccccc4)cc(=O)n3[nH]2)cc1,-3.0,0.2,114.3,1.05,1.01,1.4,-12.1,1.8,-1.4
O=C(NCC1COc2ccccc2O1)c1ccco1 (stereo not drawn),-0.5,-1.0,66.4,1.1,1.01,4.4,2.2,10.0,-2.6
Clc1ccc(Cc2nnc(-c3cccs3)o2)cc1,2.2,-5.0,108.5,1.11,1.02,1.5,5.5,5.8,-4.2
CC(=O)SCCC(=O)Nc1ccccc1,2.9,-4.5,117.7,1.01,1.01,7.3,-6.1,9.9,3.0
COC(=O)c1ccccc1NC(=O)CNc1cc(Cl)ccc1N1CCOCC1,2.7,-2.5,130.9,1.03,1.01,5.6,25.3,11.2,-17.3
CC(C)OCCCNC(=O)CNC(=O)c1cccs1,2.1,0.2,110.4,0.98,1.03,0.9,26.6,0.6,-4.7

# Molecules listed so far containing fluorine (four):
SMILES,JNK3 blocker,Hsp90 inh,Her2 expr inh,Fluor 339 460,Abs 340nm,ROCK2 blocker,DUSP1 inh,PKA kinase inh,Cdc25B block
Cc1cc(C)c(-c2cc(C(F)(F)F)no2)c(=O)[nH]1,6.3,1.0,128.1,3.7*,1.19,10.1,-12.0,7.1,-2.3
CCOC(=O)C(NC(=O)N1CCCCC1)(c1ccccc1)C(F)(F)F (stereo not drawn),-1.9,-3.4,83.4,1.07,0.96,3.6,-9.2,7.0,-12.1
Cc1cc(C)nc(-n2nc(C)c3c(=O)[nH]c(C(F)(F)F)nc32)n1,x,x,83.0,1.1,1.02,x,-0.9,8.4,-5.2
O=C(NCCCN1CCN(c2ccccc2F)CC1)Nc1ccc(F)cc1,3.9,1.2,100.3,1.12,1.04,-1.9,-1.9,-5.4,-8.5

# Screening data as filed in PubChem BioAssay.

# A portion of the library (hit frequency here may not be typical).
